Source: PubChem (Broad Institute)
RAD52 anneal inh: RAD52 (human) annealing inhibition; P43351; recombinant RAD52 DNA annealing, FRET fluorescence; inhibition, % at 18.7 µM; 0.46% of 360,000 active; AID 651710;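 active = every replicate showing at least 50% inhibition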
ERAP1 HTS inh: ERAP1 (human) enzyme inhibition. recombinant ERAP1, Leu-AMC fluorescence, 60 min. 0.15% of 340,000 active. Q9NZ08. inhibition, % at 10.7 µM;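 active = mean replicate inhibition of at least 30%, or all replicates individually reaching that 30% level; inactive = mean below 30% and not every replicate reaching it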;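 also: 0% = neutral control wells and 100% = L-leucinethiol positive control wells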
PglD DTNB: PglD (C. jejuni) enzyme inhibition | purified PglD enzyme, DTNB colorimetric CoA detection | inhibition, % at 12.5 µM | 0.098% of 360,000 active | AID 602405; in the data active = inhibition above about 16%, passing the limit was not always enough; also: strong numbers were not always called active
Cneo AK release: Cryptococcus neoformans lysis via adenylate kinase release. 0.2% of 360,000 active. lysis activity, % at 15 µM. C. neoformans lysis, adenylate kinase release luminescence, 4 h; normalised: neutral wells 0, clomiphene wells 100;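 active = mean lysis activity across replicates of at least 80%, whatever share of replicates individually reach that level; inactive = mean lysis activity below 80%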
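Test system: log-phase Cryptococcus neoformans yeast cells; Quantity: yeast cell density of 5 × 10^6 cells/mL; Buffer or medium: YPD; Doses: single compound concentration per well; Timing: 4 h at 37 °C static, read 1 h later; Measured by: AK luminescence; Read-out basis: lysis from increased AK signal; Control set: Clomiphene as positive control.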
E-selectin induc: E-selectin induction on HUVECs; 0.37% of 260,000 active; HUVEC E-selectin immunofluorescence imaging; normalized: neutral wells 0, TNF-alpha wells 100; activation, % at 7.58 µM;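 active = mean E-selectin-positive cell signal at least 10% of the positive control, reached in at least 60% of replicates, without over 20% cell loss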;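 also: in these data hits start at about 27%; measured in HUVEC primary endothelial cells; signal is the percent of cells scored E-selectin positive by PE staining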
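Read-out: % PE-positive cells | Test system: HUVEC | Doses: One compound dose added by pin transfer | Buffer or medium: EGM-2 over gelatin coat | Signal: Immunofluorescence imaging | Benchmarks: TNF-alpha, DMSO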
PGC1a acetyl inh: PGC1a acetylation modulation, inhibitor mode. inhibition, % at 15.6 µM. AID 651687. 0.17% of 350,000 active. U2OS PGC1a acetylation, AlphaScreen anti-acetyl-lysine; with virally co-expressed GCN5 acetyltransferase;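 active = every replicate shows inhibition of at least 40%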;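 also: 0% = neutral control wells and 100% = positive control wells; some results beyond the cut were filed as inactive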
RAD54 branch: blocks human RAD54 Holliday junction branch migration. FAM/BHQ fluorescence. 0.14% of 360,000 active. inhibition, % at 10.4 µM;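 active = mean normalized replicate activity at least 40 and at least half of replicates scoring 40 or more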;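 also: 0% = median of neutral control wells and 100% = median of positive control wells; inhibitors cause a drop in the FAM fluorescence signal; in these data hits start at about 50%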
Target sequence (Q92698 whole entry, looked up): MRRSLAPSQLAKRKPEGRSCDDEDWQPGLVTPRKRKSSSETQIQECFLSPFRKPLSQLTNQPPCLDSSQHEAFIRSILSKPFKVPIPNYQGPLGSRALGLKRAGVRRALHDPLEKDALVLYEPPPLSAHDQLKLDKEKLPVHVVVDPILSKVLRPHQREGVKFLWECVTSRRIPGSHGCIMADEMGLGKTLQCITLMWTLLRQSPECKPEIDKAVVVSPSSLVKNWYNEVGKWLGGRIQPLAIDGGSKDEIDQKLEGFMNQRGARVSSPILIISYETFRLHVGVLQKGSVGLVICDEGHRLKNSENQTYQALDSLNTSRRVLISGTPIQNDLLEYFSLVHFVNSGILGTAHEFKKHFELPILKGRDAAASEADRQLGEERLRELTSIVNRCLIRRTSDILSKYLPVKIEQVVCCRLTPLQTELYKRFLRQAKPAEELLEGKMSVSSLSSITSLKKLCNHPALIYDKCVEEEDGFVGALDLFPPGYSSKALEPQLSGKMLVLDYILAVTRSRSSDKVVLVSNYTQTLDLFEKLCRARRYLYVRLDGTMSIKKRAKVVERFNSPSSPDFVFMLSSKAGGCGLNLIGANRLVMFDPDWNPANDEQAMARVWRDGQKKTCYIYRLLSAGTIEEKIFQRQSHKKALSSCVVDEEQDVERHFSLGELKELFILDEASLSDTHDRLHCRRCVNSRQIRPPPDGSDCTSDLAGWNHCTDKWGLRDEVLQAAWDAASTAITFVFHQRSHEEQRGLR
miR122 inh: miR-122 inhibition in Huh7 cells; activation (reporter increase), % at 12.5 µM; AID 602342; 0.3% of 340,000 active; Huh7 miR-122 Renilla luciferase sensor, 48 h; neutral wells = 0, positive control = 100;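 active = mean replicate activation score at least 90 and every replicate individually at or above 90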;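 also: higher luciferase means less miR-122 activity so hits act as miR-122 inhibitors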
Starred values were filed as active, the others as inactive; . = no result given; & = joins results of further samples; ! = not active in a repeat; [ ] = dose if it differs, or a comment.

Sequence of screens – RAD52 anneal inh | ERAP1 HTS inh | PglD DTNB | Cneo AK release | E-selectin induc | PGC1a acetyl inh | RAD54 branch | miR122 inh
- CCNC(=S)NNC(=O)c1cc(C2CC2)nc2ccccc12
→ . | . | -1 | -2 | . | 4 | -6 | 8
- CC(C(=O)Nc1ccc(Cl)cc1)c1ncc(C(F)(F)F)cc1Cl (configuration not stated)
→ -9 | -2 | -1 | -1 | . | 0 | 8 | -2
- NC(=O)c1ccc(NC(=O)CNCc2ccccc2Cl)cc1
→ -8 | -4 | 5 | -11 | . | . | -27 | .
- Cc1ccccc1CNS(=O)(=O)c1ccccc1[N+](=O)[O-]
→ -8 | 11 | 3 | 4 | . | 8 | -8 | 31
- Nc1ccc(-c2n[nH]c(=O)c3ccccc23)cc1N
→ . | . | 6 | 10 | . | . | -1 | -6
- CC(C)c1ccc(NC(=O)COc2ccc(C3SCCS3)cc2)cc1
→ -12 | -1 | . | . | 8.7 | -2 | . | .
- Cc1nn(S(=O)(=O)c2ccc(F)cc2)c(C)c1S(=O)(=O)N1CCOCC1
→ 0 | 0 | 0 | -2 | . | -4 | 6 | -11
- COc1ccc(CCNC(=O)c2ccc3c(c2)NC(=O)C(N2CCOCC2)S3)cc1OC (configuration not stated)
→ . | . | 5 | 2 | . | 8 | -1 | -4
- COc1cccc(C(=O)Nc2cc3c(cc2C(C)=O)OCCO3)c1
→ -9 | 3 | 1 | 1 | 1.1 | . | 14 | 34
- O=C(COC(=O)c1ccc(O)cc1)Nc1cc(S(=O)(=O)N2CCCCCC2)ccc1Cl
→ 2 | -9 | 0 | 0 | 0.9 | . | -7 | 1
- CCC(=O)Nc1nc(CC(=O)Nc2ccccc2OC)cs1
→ . | . | 2 | 3 | . | 7 | 10 | 3
- O=C(c1ccccc1)N1CC[C@H]2[C@H](CO)Nc3ccc(C#Cc4cccc(F)c4)cc3[C@H]21
→ . | . | -6 | 7 | 0.3 | 8 | 4 | -6[16.7 µM]
- O=C(NCC1COc2ccccc2O1)C1CCN(S(=O)(=O)c2ccccc2)CC1 (configuration not stated)
→ -10 | 4 | 0 | 0 | . | -4 | 0 | -6
- COc1cccc(C2=NOC(C(=O)Nc3ccc(C(C)=O)cc3)C2)c1 (configuration not stated)
→ . | . | 3 | -2 | . | 8 | -12 | .
- O=C(C[C@H]1CC[C@H](NC(=O)C2CCC2)[C@@H](CO)O1)NCCCN1CCOCC1
→ -15 | -1 | 3 | 3 | -0.1 | 9 | -3 | .

2 records picked at random from the list so far:
Sequence of screens – RAD52 anneal inh | ERAP1 HTS inh | PglD DTNB | Cneo AK release | E-selectin induc | PGC1a acetyl inh | RAD54 branch | miR122 inh
- O=C(C[C@H]1CC[C@H](NC(=O)C2CCC2)[C@@H](CO)O1)NCCCN1CCOCC1
→ -15 | -1 | 3 | 3 | -0.1 | 9 | -3 | .
- CCC(=O)Nc1nc(CC(=O)Nc2ccccc2OC)cs1
→ . | . | 2 | 3 | . | 7 | 10 | 3

Additional compounds:
Sequence of screens – RAD52 anneal inh | ERAP1 HTS inh | PglD DTNB | Cneo AK release | E-selectin induc | PGC1a acetyl inh | RAD54 branch | miR122 inh
- COCCNC(=O)C[C@@H]1C[C@H]2c3cc(NC(=O)NC4CCCC4)ccc3O[C@H]2[C@@H](CO)O1
→ -13 | 0 | 4 | 14 | -0.1 | . | 14 | 6[16.7 µM]
- Cc1ccc(/C=C(\C#N)C(=O)NCC2CCCO2)o1 (configuration not stated)
→ -27 | 14 | -10 | -1 | 15 | -12 | -4 | 22
- O=C(C[C@@H]1CC[C@H](NC(=O)c2ccc3c(c2)OCO3)[C@@H](CO)O1)NC1Cc2ccccc2C1
→ -8 | 1 | -3 | -1 | 0.3 | -7 | 6 | -12[16.7 µM]
- O=C(NCC1CCCCC1)c1cccc(S(=O)(=O)N2CCCC2)c1
→ 3 | 2 | 8 | 0 | -1.7 | -8 | -13 | 7
- CCn1c(=O)n(CC)c2cc(S(=O)(=O)NCCOc3ccccc3)c(C)cc21
→ . | . | -1 | -3 | . | -25 | 13 | 10
- CCOC(=O)N1N=C(C)CC1(O)c1ccccc1 (configuration not stated)
→ . | . | 4 | -1 | . | 12 | -3 | -2
- CC(C)NC(=O)N1[C@H](CO)[C@@H](c2ccccc2-c2ccc(F)cc2)[C@@H]1C#N
→ 10 | 0 | . | . | 0.0 | -17 | . | .
- COc1ccccc1NS(=O)(=O)c1cccc(C(=O)NCC(c2ccc(F)cc2)N2CCOCC2)c1 (configuration not stated)
→ -5 | 1 | 1 | 0 | 0.0 | 2 | -13 | 0
- CCOC(=O)N1CCN(CCC(=O)Nc2ccc(OC)cc2)CC1
→ . | . | 2 | -1 | . | 8 | -1 | .
- CC(CNC(=O)c1ccc2c(c1)OCO2)c1ccc([N+](=O)[O-])cc1 (configuration not stated)
→ -16 | 1 | . | . | 2.7 | -15 | . | -4
- Cc1ccc(S(=O)(=O)NCCCCC(NC(=O)OC(C)(C)C)C(=O)O)cc1 (configuration not stated) (tested in a mixture with another compound)
→ . | . | 8 | 1 | . | -15 | 0 | 2
- O=C(COc1nnnc2ccccc12)N1CCCc2ccccc21
→ . | . | -3 | -1 | . | 4 | 0 | 2
- COc1ccc(CC(=O)NNC(=O)c2ccccc2)cc1OC
→ -13 | 0 | 4 | 0 | . | 3 | 8 | -4
- O=C1C2C3CCC(O3)C2C(=O)N1c1cc(OCC(F)F)cc([N+](=O)[O-])c1 (configuration not stated)
→ -3 | -1 | 0 | 0 | -0.1 | . | 2 | .
- CCc1cccc(NC(=O)[C@@H]2CCCN2C2=NS(=O)(=O)c3ccccc32)c1
→ -14 | 2 | 2 | -2 | 0.1 | -2 | -12 | 14
- O=C(Nc1cc(S(=O)(=O)N2CCCC2)ccc1OCC(F)(F)F)c1ccncc1
→ -24 | -1 | 3 | -1 | 0.3 | -2 | 2 | -3
- C[C@@H]1CN([C@H](C)CO)C(=O)c2cc(NC(=O)c3ccccc3)ccc2O[C@@H](C)CCCCO[C@@H]1CN(C)C(=O)C1CCCCC1
→ 2 | 1 | 1 | -1 | 0.4 | -2 | 1 | 3[16.7 µM]
- Cc1ccc(/C=C(\CCC(=O)O)c2nc3ccccc3s2)cc1[N+](=O)[O-]
→ -12 | -2 | 5 | -1 | . | 0 | -2 | 3
- O=C(C(=O)N1CCN(c2ccccc2)CC1)c1cn(CC(=O)N2CCCCCC2)c2ccccc12
→ -62 | -2 | -1 | 0 | 0.2 | . | -7 | .
- COc1ccc(-c2cnc3c(c2)C(=O)N([C@H](C)CO)C[C@@H](C)[C@@H](CN(C)S(C)(=O)=O)O3)cc1
→ 12 | 0 | 1 | -8 | -0.1 | -2 | 2 | 35[16.7 µM]
- Cc1cc(N2C(=O)CC(Cc3ccc(Cl)cc3)C2=O)no1 (configuration not stated)
→ . | . | -3 | 1 | -0.7 | -8 | -10 | -18
- COC(=O)C[C@H]1CC[C@@H]2[C@H](COC[C@@H](O)CN2S(=O)(=O)c2ccc(F)cc2)O1
→ -11 | . | 2 | 0 | 0.0 | 0 | -7 | 1[16.7 µM]
- CN(C)C(=O)[C@@H]1[C@@H](CO)[C@@H]2Cn3c(ccc(-c4cccc(F)c4)c3=O)[C@H]1N2CC1CC1
→ -6 | -2 | 3 | -1 | -0.2 | . | -3 | 2[16.7 µM]
- COc1ccc(NC(=O)c2ccc(C)cc2)cc1
→ -13 | 2 | -1 | -8 | -0.1 | 0 | 5 | -5
- CCCCN(C(C)=O)c1ccc2c(c1)C1CC2CCN1C(=O)OCc1ccccc1 (configuration not stated)
→ 6 | 8 | 1 | 1 | -0.3 | 2 | 8 | -6
- Cc1ccc(S(=O)(=O)Nc2cc3c(cc2N2CCOCC2)n(C)c(=O)c(=O)n3C)cc1
→ -7 | 0 | 0 | 0 | . | -10 | 1 | 3
- C[C@@H]1CCCCO[C@H](CN(C)S(=O)(=O)c2ccc(F)cc2)[C@@H](C)CN([C@@H](C)CO)C(=O)c2cc(N(C)C)ccc2O1
→ 3 | 0 | -1 | -1 | 0.0 | 13 | -3 | -8[16.7 µM]
- O=C(COC(=O)CCC(=O)c1cccs1)Nc1cccc(F)c1
→ -9 | -1 | 0 | 0 | 0.3 | 1 | -6 | -9
- C[C@H]1CN([C@@H](C)CO)C(=O)Cc2cc(NS(C)(=O)=O)ccc2O[C@@H]1CN(C)Cc1ccc(Cl)c(Cl)c1
→ -30&-14 | 3&0 | 2&2 | 112*! | -0.8&-0.2 | -3&-5 | 3&-5 | 36[16.7 µM]
- C=CCn1cc(C(=O)c2cc(Br)ccc2O)cc(C#N)c1=O
→ -53 | 1 | 4 | 0 | 0.8 | -7 | -5 | 32
- CC(C)CC#Cc1cnc2c(c1)C(=O)N([C@H](C)CO)C[C@H](C)[C@@H](CN(C)S(=O)(=O)c1ccccc1)O2
→ 9 | -2 | 0 | -1 | 0.1 | -8 | 6 | 27[16.7 µM]
- COc1ccc(C2(O)CCN(C(=O)c3c(F)cccc3F)CC2)cc1
→ 0 | -1 | 2 | 0 | . | -3 | -8 | -4
- COc1ccc(CCC(=O)OCC(=O)Nc2ccccc2OC(F)F)cc1OC
→ -7 | 3 | 3 | -1 | . | 6 | -11 | -5
- COc1cccc(CN2C(=NC(=O)CCC3CCCC3)SC3CS(=O)(=O)CC32)c1 (configuration not stated)
→ 1 | 0 | -4 | -4 | . | 1 | -1 | -5
- c1ccc(CNc2nc(-c3cccnc3)cs2)cc1
→ -5 | -1 | . | . | -0.6 | 18 | . | .
- Cc1ccc(S(=O)(=O)N2CCN(C(=O)COC(=O)/C=C/c3ccc([N+](=O)[O-])cc3)CC2)c(C)c1
→ -13 | 0 | -7 | -1 | . | 7 | 5 | .
- CC1(NC(=O)CCc2nc3sc4c(c3c(=O)[nH]2)CCCC4)CCS(=O)(=O)C1 (configuration not stated)
→ -9 | 4 | -4 | 6 | 11 | . | -4 | .
- CCCS(=O)(=O)Nc1ccc(N2CCCCC2)c(S(=O)(=O)Nc2ccccc2OC)c1
→ -23 | 2 | 6 | -1 | 0.6 | -2 | -17 | 48
- CCOc1ccc(NC(=O)CN2CCN(CC(=O)Nc3ccc(F)cc3)CC2)cc1
→ . | . | 2 | 3 | . | 7 | 4 | 0
- C/C(N)=C(/C#N)C(=O)COC(=O)CCSc1ccccc1Cl
→ . | . | -1 | -1 | . | 13 | 2 | 2

An excerpt of these results, as a markdown table.
| compound | RAD52 anneal inh | ERAP1 HTS inh | PglD DTNB | Cneo AK release | E-selectin induc | PGC1a acetyl inh | RAD54 branch | miR122 inh |
| --- | --- | --- | --- | --- | --- | --- | --- | --- |
| c1ccc(CNc2nc(-c3cccnc3)cs2)cc1 | -5 | -1 | . | . | -0.6 | 18 | . | . |
| Cc1ccc(S(=O)(=O)N2CCN(C(=O)COC(=O)/C=C/c3ccc([N+](=O)[O-])cc3)CC2)c(C)c1 | -13 | 0 | -7 | -1 | . | 7 | 5 | . |

Record cards (already shown):
CCCS(=O)(=O)Nc1ccc(N2CCCCC2)c(S(=O)(=O)Nc2ccccc2OC)c1 as listed: RAD52 anneal inh: -23; ERAP1 HTS inh: 2; PglD DTNB: 6; Cneo AK release: -1; E-selectin induc: 0.6; PGC1a acetyl inh: -2; RAD54 branch: -17; miR122 inh: 48
CC1(NC(=O)CCc2nc3sc4c(c3c(=O)[nH]2)CCCC4)CCS(=O)(=O)C1 (configuration not stated) as listed: RAD52 anneal inh: -9; ERAP1 HTS inh: 4; PglD DTNB: -4; Cneo AK release: 6; E-selectin induc: 11; PGC1a acetyl inh: .; RAD54 branch: -4; miR122 inh: .
CC(C)CC#Cc1cnc2c(c1)C(=O)N([C@H](C)CO)C[C@H](C)[C@@H](CN(C)S(=O)(=O)c1ccccc1)O2 as listed: RAD52 anneal inh: 9; ERAP1 HTS inh: -2; PglD DTNB: 0; Cneo AK release: -1; E-selectin induc: 0.1; PGC1a acetyl inh: -8; RAD54 branch: 6; miR122 inh: 27[16.7 µM]
